From PubChem
HIF-2a block – HIF-2a reporter inhibitors, primary screen, luminescence, 786-0 RCC cells; 786-0 RCC cells HIF-2a reporter, luciferase luminescence, overnight; inhibition, % at 18.8 µM; actives 0.72% (n = 360,000);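 active = inhibition of the luminescence signal of 40% or more relative to plate controls, in a single-dose primary screen at 18.75 µM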
MITF TRPM1 inh – inhibitors of MITF-dependent TRPM1 promoter reporter, primary screen, cell-based, SK-MEL-5, single point, luciferase; SK-MEL-5 TRPM1 promoter luciferase, 24 h; inhibition, % at 12.5 µM; actives 0.83% (n = 330,000); AID 488899, 2010;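 active = mean inhibition across replicates of 60% or more, whatever share of single replicates reaches that level; inconclusive = some that reach 60%, reason not given; inactive = mean inhibition across replicates below 60%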; also: values of inactives mirror those of a sister screen read the other way
PDI turbidity – inhibitors of human PDI, primary screen, biochemical, turbidity, single point, plate reader; Protein disulfide-isomerase (Homo sapiens), P07237; PDI insulin aggregation turbidity, A650, 90 min; inhibition, % at 10 µM; actives 0.052% (n = 350,000); AID 588391, 2011;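 active = mean inhibition across replicates of 30% or more, whatever share of single replicates reach that level; inconclusive = mean inhibition below 30% while every single replicate reaches 30%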;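 also: absorbance from insulin aggregation driven by PDI reduction with DTT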
Target sequence (P07237 whole entry, looked up): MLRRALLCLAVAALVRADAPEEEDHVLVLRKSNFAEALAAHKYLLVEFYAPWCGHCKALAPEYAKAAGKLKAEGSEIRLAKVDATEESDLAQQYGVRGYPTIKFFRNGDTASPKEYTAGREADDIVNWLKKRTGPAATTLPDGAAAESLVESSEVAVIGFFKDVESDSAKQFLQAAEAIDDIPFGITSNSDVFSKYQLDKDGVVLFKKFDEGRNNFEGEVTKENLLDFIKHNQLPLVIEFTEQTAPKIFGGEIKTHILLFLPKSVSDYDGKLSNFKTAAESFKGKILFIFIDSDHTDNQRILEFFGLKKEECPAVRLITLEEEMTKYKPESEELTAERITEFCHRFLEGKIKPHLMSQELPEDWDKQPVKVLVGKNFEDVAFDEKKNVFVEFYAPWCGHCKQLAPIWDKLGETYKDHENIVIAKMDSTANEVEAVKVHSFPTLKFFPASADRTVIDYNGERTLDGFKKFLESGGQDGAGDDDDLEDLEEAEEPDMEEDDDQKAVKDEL
Exocytosis inh – LAMP-1 surface exposure blockers, TALL-104 cells – cell-based, flow cytometry, MLPCN library, primary screen. TALL-104 LAMP-1 surface exposure; cells stimulated with thapsigargin and PMA. actives 0.66% (n = 360,000). inhibition, % at 10 µM;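 active = inhibition above about 55%, limit read from the data; inconclusive = no clear call, values can overlap the other calls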
aDG glyco act – activators of alpha-DG glycosylation, primary screen, uHTS, Pro5-aDG cells, AlphaScreen | alpha-DG glycosylation AlphaScreen (IIH6); 0% Pro5, 100% B10-LARGE cell signal | actives 0.22% (n = 360,000) | activation, % at 10 µM;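 active = activation of at least 8% versus controls, or a plate z-score of at least 8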;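 also: Pro5 are CHO cells carrying HIG-tagged alpha-DG that lacks glycosylation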
CaV13 FRET inh – Disruptors of the CACNA1D IQ motif to Ca2+-dependent inactivation inhibitor domain association, primary screening, Förster resonance energy transfer in intact living …; inhibition, % at 12.3 µM; actives 0.098% (n = 340,000); HEK cells, CFP/YFP FRET ICDI-IQ, plate reader, 10 min; percent FRET-ratio fall versus neutral wells;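 active = mean replicate inhibition of at least 30% and at least 1% of replicates passing that level; inconclusive = only one of the two criteria is met; inactive = neither criterion is met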;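 also: 0% = median of the neutral control wells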
NR2E3 ag-1 – NR2E3 agonists in two-hybrid cells, primary screen, cell-based, luminescence, CHO-S, Gal4-NCOR/VP16-NR2E3; AID 602229, 2012; luciferase; inhibition of corepressor binding, % at 3.98 µM; actives 0.35% (n = 360,000);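 active = inhibition above the mean of all tested compounds plus 3 SD, cut at about 70% in these data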;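 also: 0% = DMSO with NR2E3 transfected cells and 100% = cells lacking NR2E3 construct; higher means lower luciferase signal from less NR2E3 corepressor binding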
Target sequence (Q9Y5X4 whole entry, looked up, the tested form may be a part): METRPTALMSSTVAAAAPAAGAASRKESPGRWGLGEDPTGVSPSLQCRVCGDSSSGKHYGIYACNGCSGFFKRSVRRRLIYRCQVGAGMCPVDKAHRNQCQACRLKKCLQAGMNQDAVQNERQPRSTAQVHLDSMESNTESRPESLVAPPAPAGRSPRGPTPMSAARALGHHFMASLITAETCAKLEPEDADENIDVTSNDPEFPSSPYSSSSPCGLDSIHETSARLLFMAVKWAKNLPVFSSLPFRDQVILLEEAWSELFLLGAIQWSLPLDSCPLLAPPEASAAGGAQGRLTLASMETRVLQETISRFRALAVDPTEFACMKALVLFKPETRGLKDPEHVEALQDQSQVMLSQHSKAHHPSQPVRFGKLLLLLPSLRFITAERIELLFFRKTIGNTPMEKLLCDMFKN
NR2E3 ag-2 – inhibitors of NR2E3-RetCOR corepressor binding, primary screen, NR2E3 agonist project, biochemical, TR-FRET, GST-NR2E3, biotin-RetCOR; actives 0.12% (n = 320,000); Photoreceptor-specific nuclear receptor (Homo sapiens), Q9Y5X4; inhibition of corepressor binding, % at 4.78 µM; 1536-well; AID 2300, 2010;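 active = percent inhibition above the cutoff of mean plus 3 SD of all tested compounds, set per screening campaign, cut at about 20% in these data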;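 also: 0% = DMSO wells and 100% = biotin wells as full block of FRET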
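system = GST-tagged NR2E3 plus biotinylated RetCOR corepressor | input = 1.35 nM GST-NR2E3 | also added = 7 nM biotin-RetCOR | schedule = 5 h incubation at 4 °C | measured by = TR-FRET with europium anti-GST and streptavidin-D2, 340 nm excitation | read-out = percent loss of FRET ratio relative to control wells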
hiPSC survival – enhancers of single-cell hiPSC survival, primary screen, ATPlite luminescence. 100% = ROCK inhibitor wells, 0% = DMSO. survival enhancement, % at 20 µM. actives 0.044% (n = 360,000); in the data active = survival enhancement above about 18%;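 also: cells exposed to compounds for 16 hours before the ATP read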
Peg3 promoter – Peg3 promoter-driven luciferase inhibitors, primary screen, cell-based, HeLa, luciferase luminescence. AID 588405, 2011. actives 1.7% (n = 360,000). HeLa PEG-Prom luciferase reporter, overnight. inhibition, % at 20 µM;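 active = inhibition of at least 50% at 20 µM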
Vif imaging – HIV Vif self-association inhibitors, primary screen, imaging, HEK293T, single point; AID 602346, 2012; HEK293T cells, Vif self-association by quenched fluorescence, 24 h; actives 0.35% (n = 340,000); inhibition, % at 7.49 µM; in the data active = inhibition above about 50%, passing the limit was not always enough; inconclusive = no clear call, values can overlap the other calls; inactive = below about 31%; also: some results filed as inactive read as strong as hits
* hit, by the source's call; ? = inconclusive; nt = no result given.

SMILES	HIF-2a block	MITF TRPM1 inh	PDI turbidity	Exocytosis inh	aDG glyco act	CaV13 FRET inh	NR2E3 ag-1	NR2E3 ag-2	hiPSC survival	Peg3 promoter	Vif imaging
CCOc1ccc(CCN2C(=O)C(=O)N([C@@H](CC(C)C)CN3CCC[C@H]3CN3C(=O)C(=O)NC[C@@H]3Cc3ccc(O)cc3)C[C@@H]2Cc2ccccc2)cc1	0	nt	nt	-6	0.0	-5	-2	nt	0.8	nt	nt
CC(C)N1CCCC(C)(C(=O)Nc2nc3ccccc3n2C)C1 (configuration not stated)	10	nt	?	-3	-0.1	-7	-20	nt	-1.7	-9	4
COc1cc(/C=C2\SC(=S)N(CC(=O)NC(C)(C)C)C2=O)cc(OC)c1OC	6	-1	7	-3	0.8	-24	-10	nt	-0.2	15	4
COCCn1c(SCC(=O)NCC(c2ccccc2)N(C)C)nc2sc3c(c2c1=O)CCC3 (configuration not stated)	10	-4	-12	-2	-0.1	-2	0	nt	0.4	2	-9
CCCNC(=O)C1(C)CCN(Cc2ccc3ccccc3c2Br)C1 (configuration not stated)	-5	nt	4	0	0.0	-12	-4	nt	-0.3	4	-5
COc1ccc(CNC(=O)c2[nH]c(C(F)(F)F)nc2-c2ccccc2)cc1	0	nt	nt	2	-0.3	-3	12	nt	0.7	8	-3
CCOc1ccc(-c2cccc(NC(=O)c3ccco3)c2)nn1	-35	-7	-3	3	-0.2	-6	-3	-2	-0.3	-57	-6
O=c1[nH]c(CSc2ncnc3sc(-c4ccccc4)cc23)nc2ccccc12	-27	3	0	-3	0.1	-6	-3	0	0.8	23	-1
O=C(CSc1ncnc2c1oc1ccccc12)NC1CCCC1	-106	-14	-3	2	0.0	-9	8	-1	-0.3	-56	1
O=C(COC(=O)c1cc(=O)[nH]c2ccccc12)NC1CCCCCCC1	15	-10	3	-2	-0.1	-3	-9	5	1.7	19	-1
Cn1c(C(=O)N2CCC(C(N)=O)CC2)cc2c(=O)n(C)c3ccccc3c21	15	-3	nt	-1	0.3	-2	-18	0	-1.3	6	-3
CCOCCCNS(=O)(=O)c1ccc(NC(=O)c2ccccc2)cc1	25	-1	1	4	0.3	-6	-8	5	-0.8	-85	-14
CCOP(=O)(c1c(F)c(F)c(F)c(F)c1F)C(O)c1ccccc1 (configuration not stated)	20	9	-1	1	0.2	1	-22	1	1.5	0	13
CCc1c(C(=O)N/N=C/c2ccc(OCc3ccc(F)cc3)c(OC)c2)nnn1-c1nonc1N	-10	-77	8	-1	3.5*	-3	-46	4	1.0	-115	3
O=c1c(C=Nc2cccc(C(F)(F)F)c2)c[nH]n1-c1cccc(Cl)n1	8	2	8	-2	-0.2	-4	-4	0	-3.0	2	5
COc1ccc(CSCCc2n[nH]c(=S)n2-c2ccccc2)cc1	3	3	1	6	0.1	-6	-40	2	-0.6	13	-1
Cc1cccnc1NC(=O)c1ccc(NS(=O)(=O)c2ccc3[nH]c(=O)[nH]c3c2)cc1	1	-4	-7	0	-0.1	-3	1	1	-0.5	14	-2
Oc1ccc(/C=N/n2c(-c3ccco3)csc2=Nc2cccnc2)c(O)c1	9	27	-5	-1	-0.6	-11	10	1	-0.4	29	-8
COc1ccc(OC)c(NC(=O)CSc2ccc3nnc(-c4cccnc4)n3n2)c1	14	5	3	-2	-0.1	-6	-13	3	0.0	-2	10
CCOc1ccc(S(=O)(=O)N2CCCCC2)cc1NC(=O)C1COc2ccccc2O1 (configuration not stated)	-12	10	-5	-5	1.1	-2	8	0	-0.6	25	-5

Brought forward from above: four entries; new compounds follow.
SMILES	HIF-2a block	MITF TRPM1 inh	PDI turbidity	Exocytosis inh	aDG glyco act	CaV13 FRET inh	NR2E3 ag-1	NR2E3 ag-2	hiPSC survival	Peg3 promoter	Vif imaging
Cc1cccnc1NC(=O)c1ccc(NS(=O)(=O)c2ccc3[nH]c(=O)[nH]c3c2)cc1	1	-4	-7	0	-0.1	-3	1	1	-0.5	14	-2
Oc1ccc(/C=N/n2c(-c3ccco3)csc2=Nc2cccnc2)c(O)c1	9	27	-5	-1	-0.6	-11	10	1	-0.4	29	-8
COc1ccc(OC)c(NC(=O)CSc2ccc3nnc(-c4cccnc4)n3n2)c1	14	5	3	-2	-0.1	-6	-13	3	0.0	-2	10
CCOc1ccc(S(=O)(=O)N2CCCCC2)cc1NC(=O)C1COc2ccccc2O1 (configuration not stated)	-12	10	-5	-5	1.1	-2	8	0	-0.6	25	-5
Cc1onc(-c2ccccc2)c1C(=O)OCC(=O)Nc1ccc(C#N)cc1	3	4	-1	-1	0.1	-5	9	3	0.4	-15	-3
O=C(NCc1ccccc1)C1(CC2CC(c3ccccc3)=NO2)CCNCC1 (configuration not stated)	-3	9	0	0	0.0	-9	1	3	-2.0	-16	-9
COc1ccc(N2CCN(C(=O)c3ccc4c(c3)OCO4)CC2)cc1	0	1	5	1	0.0	nt	-8	0	8.6	-1	-6
CC(=O)OCC1=C(C(=O)O)N2C(=O)C(NC(=O)Cn3nc(C(F)F)c(Cl)c3C)C2SC1 (configuration not stated)	17	6	7	-5	-0.5	-4	-17	0	-0.3	12	2
N=c1c(S(=O)(=O)c2ccc(Cl)cc2)cc2c(=O)n3ccccc3nc2n1C1CCCC1	26	11	-5	0	-0.3	-1	14	2	-0.5	26	-8
C=CCn1c(SCC(=O)N2CCN(c3ccc(F)cc3)CC2)nnc1-c1cccs1	3	15	nt	5	0.0	-2	0	-2	-0.5	17	-7
Cc1ccc(NC(=O)CN(C)Cc2cccs2)cc1Cl	-118	-29	4	4	0.0	-5	-32	1	0.0	-75	12
C=CCNS(=O)(=O)c1cccc(C(C)=O)c1	13	-2	18	-1	-0.1	-6	-2	2	-1.0	11	2
O=C(O[C@@H]1[C@H](Cc2ccccc2)NS(=O)(=O)[C@H]2C[C@@H]3C=C[C@]12O3)c1ccccc1Br	8	-5	-1	-4	-0.1	-8	-38	3	-1.3	21	4
CC(C)CCN(C(=O)c1csnn1)C(C(=O)NC1CCCCC1)c1ccc(F)cc1 (configuration not stated)	8	-13	-12	-9	0.1	-6	-35	-2	0.3	-1	0
COc1ccccc1-c1ccc2c(c1)C(C)(Cc1cccc(C#N)c1)C(=O)N2 (configuration not stated)	6	nt	3	-4	0.0	-6	23	nt	9.1	29	-4
CCCCOC(=O)Oc1ccc2c(=O)c(Oc3cccc(C)c3)coc2c1	-118	-16	7	3	-0.2	-3	-46	3	-0.8	-80	4
CCCCCc1cc(=O)oc2c(C(CCN3CCN(c4ccccc4)CC3)c3ccc(N(C)C)cc3)c(OC)cc(OC)c12 (configuration not stated)	7	3	-6	2	-0.3	-5	6	3	-0.1	2	nt
CCOC(=O)c1ccc(N2C(=O)C(CC(N)=O)N(NC(=O)c3cccc(F)c3)C2=S)cc1 (configuration not stated)	5	2	16	-7	0.0	-4	-3	1	0.2	7	13
CC(=O)c1cn(CCOc2cc(C)ccc2C)c2ccccc12	4	21	9	-3	1.0	-6	90*	9	-0.5	2	-4
CN(C)c1ccc(CNC(=O)C2CCC(CNc3c(N4CCCCC4)c(=O)c3=O)CC2)cc1 (configuration not stated)	9	0	-4	-1	0.1	-2	0	0	1.5	2	-8
COc1ccc(C2CC(=O)C3=C(C2)Nc2ncnn2C3c2ccccc2C)cc1 (configuration not stated)	9	-3	-4	3	0.0	-4	-13	1	-0.1	11	-6
CC(=O)Nc1ccc(N(CC(=O)NC2CCCCC2)C(=O)Cn2nnc(-c3ccccc3)n2)cc1	8	-1	-1	-12	-0.1	-4	-19	1	-0.3	10	18
Cc1ccc(S(=O)(=O)N(C)CC(=O)O/N=C(\N)c2cccnc2)cc1	2	-2	-6	-1	-0.7	-6	13	4	-0.6	14	6
COc1cccc(NC(=O)CN(C)C(=O)C2=COCCO2)c1	-2	5	7	0	0.0	-6	2	nt	-0.5	3	1

Part of the list above in order of molecular weight, low to high.
SMILES	HIF-2a block	MITF TRPM1 inh	PDI turbidity	Exocytosis inh	aDG glyco act	CaV13 FRET inh	NR2E3 ag-1	NR2E3 ag-2	hiPSC survival	Peg3 promoter	Vif imaging
COc1cccc(NC(=O)CN(C)C(=O)C2=COCCO2)c1	-2	5	7	0	0.0	-6	2	nt	-0.5	3	1
O=C(CSc1ncnc2c1oc1ccccc12)NC1CCCC1	-106	-14	-3	2	0.0	-9	8	-1	-0.3	-56	1
Cc1cccnc1NC(=O)c1ccc(NS(=O)(=O)c2ccc3[nH]c(=O)[nH]c3c2)cc1	1	-4	-7	0	-0.1	-3	1	1	-0.5	14	-2
CCOc1ccc(S(=O)(=O)N2CCCCC2)cc1NC(=O)C1COc2ccccc2O1 (configuration not stated)	-12	10	-5	-5	1.1	-2	8	0	-0.6	25	-5
N=c1c(S(=O)(=O)c2ccc(Cl)cc2)cc2c(=O)n3ccccc3nc2n1C1CCCC1	26	11	-5	0	-0.3	-1	14	2	-0.5	26	-8
